Apoferritin bind: binds horse apoferritin like a general anesthetic | Potency, µM (doses to about 77.5 µM), inactives show at the top dose activity change, negative = displacement, most hits filed as inhibitors | AID 485281 | apoferritin/1-aminoanthracene competitive binding, fluorescence | 350,000 compounds, 0.074% hits; note: % is set by controls: 0 for no effect and ±100 for the full control effect; nearly all actives have a fitted effect of over 20% in size
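Probe: 1-aminoanthracene (50% saturated, PBS). Protein: horse-spleen apoferritin, 10 uM. Incubation: 10 min, room temperature. Detection: 380 nm excitation, 535 nm emission. Analysis: normalized response, four-parameter Hill.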
Pol eta inh: blocks human DNA polymerase eta activity | recombinant Pol eta, fluorescent DNA replication assay | Potency, µM (highest dose often 114 µM), inactives show top-dose activity change, negative = inhibition, most hits filed as inhibitors | Q9Y253 | AID 588591 | 390,000 compounds, 1.2% hits; note: % is set by controls: 0 for no effect and ±100 for the full control effect
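Fluorescent replication assay: 50 nM final substrate added after a 15 min room-temperature compound preincubation with 10 nM enzyme. Signal taken at 0 min and again at 10 min.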
BAZ2B inh: blocks human BAZ2B. 360,000 compounds, 4.4% hits. Q9UIF8. Potency, µM (top dose mostly 114 µM), inactives show at the top dose activity change, negative = inhibition, most hits filed as inhibitors. AlphaScreen BAZ2B-H3K14Ac peptide displacement. AID 504333; note: % is set by controls: 0 for no effect and ±100 for the full control effect; nearly all actives have a fitted effect of over 60% in size
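Protein-peptide AlphaScreen: BAZ2B 50 nM, b-H3K14Ac 50 nM, 1x PBS pH 7.4 + 0.01% Tween-20. Preincubation 30 min RT; cpd 30 min RT (top 110 uM); beads 20 min RT, light-protected.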
BLM inh: blocks DNA unwinding by human BLM helicase. recombinant BLM DNA unwinding, fluorescence dequenching. Potency, µM (titrated, usually from 56.1 µM), for inactives: top-dose activity change, negative = inhibition, usual class: inhibitors. AID 2528. 350,000 compounds, 0.2% hits. P54132;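 note: plate controls were vehicle for no effect and no enzyme for full effect; nearly all actives have a fitted effect of over 35% in size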
Pol beta inh: inhibitors of human DNA polymerase beta | P06746 | Pol beta primer extension/strand displacement, fluorescence kinetic | Potency, µM (doses to about 114 µM), without a hit: top-dose activity change, negative = inhibition, hits mostly inhibitors | 340,000 compounds, 1.3% hits | AID 485314; note: % is set by controls: 0 for no effect and ±100 for the full control effect
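Pol beta (10 nM) was preincubated with compound for 15 min at room temperature. The reaction was then started with 50 nM substrate and read immediately and after a further 10 min at room temperature.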
Pol kappa inh: DNA polymerase kappa (human) inhibition | 400,000 compounds, 0.53% hits | Potency, µM (doses to about 107 µM), without a hit: at the top dose activity, negative = inhibition, usual class: inhibitors | Q9UBT6 | purified Pol kappa, fluorescent DNA synthesis assay, 10 min | AID 588579; note: % is set by controls: 0 for no effect and ±100 for the full control effect
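10 nM Pol kappa was preincubated with compounds for 15 min at room temperature. Reaction started with 50 nM (final) substrate. Fluorescence read kinetically at 0 and 10 min.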
G9a inh: G9a (human) methyltransferase inhibition. Potency, µM (highest dose often 102 µM), without a hit: top-dose activity, negative = inhibition, hits mostly inhibitors. G9a H3K9 monomethylation, AlphaScreen, 2 h. 350,000 compounds, 8.8% hits. AID 504332; note: % is set by controls: 0 for no effect and ±100 for the full control effect; nearly all actives have a fitted effect of over 75% in size
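G9a (20 nM) preincubated 15 min RT with compounds, then 500 nM biotinylated H3K9 peptide and 20 uM SAM added; 2 h RT reaction. Monomethyl-H3K9 product detected by AlphaScreen with anti-H3K9me1 antibody, streptavidin donor and anti-rabbit IgG acceptor beads.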
POLI inh: blocks human DNA polymerase iota activity; Q9UNA4; Pol iota fluorescent replication assay, 10 min; Potency, µM (top dose mostly 115 µM), for inactives: at the highest dose activity, negative = inhibition, most hits filed as inhibitors; 390,000 compounds, 1% hits
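Pol iota at 10 nM preincubated 15 min with compounds at room temperature; reaction started with fluorescent substrate, 50 nM final. Fluorescence read kinetically at 0 and 10 min; buffer-only wells as negative control.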
APEX1 inh: inhibitors of human APE1 endonuclease. P27695. recombinant APE1, TAMRA/BHQ-2 abasic DNA cleavage fluorescence. Potency, µM (series often up to 65.8 µM), for the others: at the highest dose activity change, negative = inhibition, usual class: inhibitors. 350,000 compounds, 0.35% hits. AID 2517;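 note: plate controls were vehicle for no effect and reference inhibitor for full effect; nearly all actives have a fitted effect of over 55% in size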
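APE1 at 0.75 nM final was preincubated with compound 15 min at room temperature, then 50 nM double-stranded THF abasic-site substrate (5'-TAMRA/3'-BHQ-2) was added. Fluorescence (ex 525/em 598 nm) was read kinetically; third-minus-first read gave activity.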
* = called active by the depositor; ? = inconclusive; / = not tested or not shown; & = joins results of further samples; [ ] = another dose, or the depositor's remark. Calls come from the whole dose curve; as a rule, active = well fitted curve in the direction sought with a large enough effect; inconclusive = small, poorly fitted or top-dose-only effect, or another doubt; inactive = no such curve, though single readings can be large; an effect the other way counts as inactive or inconclusive. Potency is the fitted concentration of half-maximal effect. These rows are one share of the data; the hit share may differ from the screen's.

item	smiles	G9a inh	Apoferritin bind	APEX1 inh	POLI inh	Pol kappa inh	Pol beta inh	BLM inh	Pol eta inh	BAZ2B inh
1	O=C(O)c1cccc(-c2ccc(/C=c3/sc4nc5ccccc5n4c3=O)o2)c1	7.9µM*	-5%	10µM*	?	22µM*	4µM*	28%	3.2µM*	25µM*
2	CCc1nnc(NC(=O)C2Cc3ccccc3CN2S(=O)(=O)CC)s1 (stereo unspecified)	-6%	-7%	1%	149%[activator]	-5%	-1%	-8%	-9%	-13%
3	COCC(=O)N1CCC2(CC1)CCN(c1ccc(-c3ccccc3)cc1)CC2	-21%[12.7 µM]	/	-2%	/	-18%[60.1 µM]	/	-9%	/	/
4	Cc1cc(C)c(NC(=O)CN(C)S(=O)(=O)c2ccc3c(c2)c(=O)n(C)c(=O)n3C)c(C)c1	6%[59 µM]	-13%	/	18%	-3%	-14%	-2%	8%	-1%
5	CC(=O)N=C1SC2CS(=O)(=O)CC2N1c1ccccc1Cl (stereo unspecified)	?	-8%	4%	15%	3%	8%	-1%	-17%	2%
6	Cc1ccnc(SCc2cn3c(C)cc(C)nc3n2)n1	?	-7%	9%	22%	6%	13%	4%	-14%	-13%
7	COC(=O)c1ccccc1S(=O)(=O)N1CCC(NC(=O)C(Cc2cccc(OC)c2OC)NC(C)=O)CC1 (stereo unspecified)	5%	5%	21%	109%[activator]	-4%	97%	1%	-18%	-1%
8	O=C(Nc1ccccc1N1CCCC1)c1ccc(Cl)c(S(=O)(=O)N2CCOCC2)c1	13%[2.33 µM]	/	6%	7%	-12%	/	/	-2%	?
9	COCCCNC(=O)C1CC(=O)N(CCc2ccccc2)C1 (stereo unspecified)	4%	3%	-2%	23%	0%	14%	0%	-8%	7%
10	Cc1cccc(S(=O)(=O)NCCC(=O)OCC(=O)Nc2ccc(C#N)cc2)c1	-4%[59 µM]	-14%	4%	0%	0%	-12%	-1%	-21%	3%
11	CCCn1c(CCC(=O)Nc2cc(OC)cc(OC)c2)nc2cccnc21	-1%[59 µM]	0%	/	57%[activator]	6%	24%	-1%	-11%	-7%
12	CCOC(=O)CSc1nnc(-c2ccccc2OC)o1	-8%[12.7 µM]	-2%	4%	8%	-15%	16%	1%	-9%	11%
13	CCOC(=O)c1cnc2ccc(OC)cc2c1NCCN1CCOCC1	?	-7%	40%	0%	-16%	7%	1%	-8%	-16%
14	CC(=NC1CCCC1)c1c(C)[nH]n(-c2nc3ccccc3s2)c1=O	-43%[59 µM]	-10%	7%	11%	-3%	19%	-2%	2%	-35%
15	O=C(NCc1ccccc1Cl)C1CCCN(c2nc3ccsc3c(=O)s2)C1 (stereo unspecified)	-18%	0%	-2%	/	/	0%	0%	/	-6%
16	Cc1nc2[nH]onc2c2nccc(=O)c12	14µM*	93%[activator]	17%	-2%	0%	8%	0%	0%	-1%
17	O=C(CSC(=S)N1CCCCC1)Nc1ncc2c(n1)CC(c1ccco1)CC2=O (stereo unspecified)	/	9%	1%	4%	-3%	-16%	-1%	-16%	?
18	O=C(CCc1c[nH]c2ccccc12)N=Nc1c(O)[nH]c2ccccc12	0%	-23%	-1%	6%	5%	3%	-1%	-4%	-19%
19	CCc1ccc(C(C)NC(=S)NCc2ccc(F)cc2)cc1 (stereo unspecified)	66%[activator]	?	-4%	0%	-18%	1%	-10%	-14%	-18%
20	CCn1cc(CN2CCN(CC(C)(C)C)C(CCO)C2)c2ccccc21 (stereo unspecified)	50µM*	-20%	-1%	7%	6%	85%	3%	3%	-6%
21	Cc1c(C(=O)N2CCc3ccccc32)oc2ccccc12	13%[59 µM]	?	-1%	20%	-9%	-22%	-6%	-12%	85%[activator]
22	COc1ccc(C(CNC(=O)c2ccc(Br)o2)N2CCN(C)CC2)cc1 (stereo unspecified)	-4%[2.33 µM]	/	30%	19%	-14%	/	/	-8%	3%
23	O=C(CCCCl)OCc1cn(-c2ccc(Cl)cc2)nn1	17%	-17%	0%	81%[activator]	-1%	1%	-5%	-19%	23%
24	O=C(COC(=O)c1cc(Cl)ccc1[N+](=O)[O-])NC1CC1	/	/	-2%	51%[activator]	-9%	/	/	-14%	/
25	O=C(N/N=C1/CCc2ccccc21)C1CC1	20%	-3%	14%	45%[activator]	6%	27%	-1%	-5%	/
26	CCOC(=O)N1CCN(C(=O)c2ccccc2-c2ccccc2)CC1	24%[59 µM]	-5%	-2%	2%	-4%	46%	-7%	-6%	0%
27	CCCCC(C)n1[nH]c(=O)c2c(C)cc(C)nc21 (stereo unspecified)	-42%	-15%	0%	?	-12%	-11%	2%	-7%	-8%
28	Cc1ccc(-c2nc3ccsc3c(=O)o2)cc1	-31%	-15%	-2%	-7%	-4%	5%	-2%	-1%	-6%
29	O=c1cc(-c2ccc(F)cc2)nc(SCc2nc(-c3cccc(C(F)(F)F)c3)no2)[nH]1	-21%[59 µM]	33%[activator]	/	-22%	-4%[60.1 µM]	32%	-5%	12%	-8%
30	CC(C)n1c(N2CCN(C(=O)NCc3ccccc3)CC2)nc2ccccc21	-8%[59 µM]	-12%	8%	-8%	-12%	8%	-2%	-7%	/

4 entries drawn at random from the list so far:
item	smiles	G9a inh	Apoferritin bind	APEX1 inh	POLI inh	Pol kappa inh	Pol beta inh	BLM inh	Pol eta inh	BAZ2B inh
22	COc1ccc(C(CNC(=O)c2ccc(Br)o2)N2CCN(C)CC2)cc1 (stereo unspecified)	-4%[2.33 µM]	/	30%	19%	-14%	/	/	-8%	3%
6	Cc1ccnc(SCc2cn3c(C)cc(C)nc3n2)n1	?	-7%	9%	22%	6%	13%	4%	-14%	-13%
26	CCOC(=O)N1CCN(C(=O)c2ccccc2-c2ccccc2)CC1	24%[59 µM]	-5%	-2%	2%	-4%	46%	-7%	-6%	0%
29	O=c1cc(-c2ccc(F)cc2)nc(SCc2nc(-c3cccc(C(F)(F)F)c3)no2)[nH]1	-21%[59 µM]	33%[activator]	/	-22%	-4%[60.1 µM]	32%	-5%	12%	-8%

Single entries from the entries so far:
Reading of entry 29 under Pol eta inh: 12%
Reading of entry 5 under Pol kappa inh: 3%
Reading of entry 4 under Apoferritin bind: -13%

Additional compounds
item	smiles	G9a inh	Apoferritin bind	APEX1 inh	POLI inh	Pol kappa inh	Pol beta inh	BLM inh	Pol eta inh	BAZ2B inh
31	O=C(NCc1cccnc1)C1CCCN1S(=O)(=O)c1ccc(Cl)cc1 (stereo unspecified)	35%[activator]	-4%	13%	11%	18%	31%	-1%	-4%	-1%
32	Cc1ccc(NC(=O)c2cc(-c3ccc4c(c3)OCO4)on2)cc1C	7%	3%	-12%	7%	-17%	-3%	-1%	4%	5%
33	Cn1c(N)c(C(=O)COC(=O)c2cc(C3CC3)nc3ccccc23)c(=O)n(C)c1=O	14%	?	-3%&-3%	29%	-11%	-1%	-5%&-3%	-15%	-6%
34	COc1cc2c(cc1OC)/C(=C/C(=O)c1ccccc1F)NCC2	56µM*	-17%	42%	152%[activator]	-4%	3%	-12%	-14%	?
35	COc1ccc(OC(C)C(=O)Nc2cccc(OC)c2)cc1 (stereo unspecified)	-38%[12.7 µM]	3%	4%	-6%	10%	-13%	-6%	-9%	-1%
36	Cc1ccc2nsnc2c1S(=O)(=O)NCc1ccc2c(c1)OCO2	-7%[59 µM]	-8%	?	9%	-1%	21%	-4%	-11%	13%
37	COC(=O)c1cc(NC(=O)c2ccc(C)cc2)c(=O)oc1C	?	-11%	-3%	?	?	?	1%	?	-2%
38	CC(C)[C@@H](CO)N(C)S(=O)(=O)c1ccccc1Br	/	/	-7%	20%	5%	/	/	6%	/
39	CCOC(=O)Cn1nc(C)n(-c2ccc(F)cc2)c1=O	-19%	-4%	?	42%[activator]	-3%	70%[activator]	-3%	-13%	-16%
40	CSCCC(NC(=O)c1cccc(C)c1)C(=O)Nc1sccc1C(N)=O (stereo unspecified)	50µM*	-14%	-18%	9%	0%	23%	-4%	-21%	-30%
41	Cc1cc2nc(C3CCN(CC4COc5ccccc5O4)CC3)[nH]c2cc1C (stereo unspecified)	?	-18%	-2%	10%	-16%	?	-8%	-20%	-7%
42	CCN(CC)c1ccc(NC(=O)c2ccc(Cl)nc2)cc1	10µM*	-11%	-4%	16%	-10%	16%	0%	-6%	-16%
43	CCOC(=O)CC1(c2ccccc2)CCOC(C)(C)C1 (stereo unspecified)	11%[59 µM]	-5%	2%	8%	-16%	10%	-4%	6%	2%
44	CCOC(=O)C(C)Oc1cccc2c(=O)n(CC(=O)Nc3ccc4c(c3)OCCO4)ccc12 (stereo unspecified)	?	-15%	14%	22%	-5%[60.1 µM]	29%	-11%	-5%	3%
45	O=C(CSCc1ccccc1Cl)N1CCN(c2ccccn2)CC1	-8%	-23%	6%	12%	-5%	2%	-15%	-4%	3%
46	Cc1ccc2c(CC(=O)Nc3ccc(S(=O)(=O)N4CCCCC4C)cc3)coc2c1 (stereo unspecified)	?	?	/	25%	-4%	6%	-11%	-24%	-22%
47	CCOc1nc(-c2ccc(OC)cc2)ccc1-c1noc(-c2ccncc2)n1	-2%	-8%	-1%	6%	-5%	1%	-1%	5%	0%
48	CCN1CCC2(CC1)N=C(c1ccc(F)cc1)C(=S)N2	11µM*	-8%	1%	-4%	-5%	11%	-10%	-4%	-4%
49	COCCNC(=O)c1cc(S(=O)(=O)N2CCOCC2)ccc1SCc1cccc(OC)c1OC	28µM*	-3%	23%	22%	-13%	9%	1%	-13%	4%
50	COc1ccc(CNC(=O)CN(c2ccc(C)cc2)S(=O)(=O)c2c(C)nn(C)c2C)cc1	/	-6%	-9%	22%	-16%	4%	0%	-16%	-5%
51	Cc1ccc(OCC(=O)N2CCN(S(=O)(=O)c3ccc4c(c3)OCCO4)CC2)c(C)c1	18%[12.7 µM]	/	-6%	0%	-2%	/	/	-15%	-1%

Screens: PubChem BioAssay, National Center for Advancing Translational Sciences (NCATS)
